Screening results (PubChem BioAssay)
PMI activator: phosphomannose isomerase (human) activation. purified human PMI, coupled resazurin fluorescence, 20 min; stronger effect = higher value; 1 = vehicle control, 0 substrate-free wells. activation factor at 20 µM. actives 0.005% (n = 190,000). AID 1214;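 active means activation factor of 2 or more at 20 µM, relative to plate controls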
Diaphorase inh: diaphorase inhibition or chemical oxidation counter-screen; diaphorase resazurin-to-resorufin fluorescence, NADH, 16 min; bacterial (C. kluyveri) enzyme, not human; inhibition, % at 20 µM; actives 0.69% (n = 190,000);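 active means primary screen inhibition at 20 µM above a set limit, cut at about 50% in these data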;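 further: plate controls were DMSO with full reaction for no effect and wells lacking NADH for full effect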
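Assay system – diaphorase enzyme from Clostridium kluyveri · Amount – diaphorase 0.14 U/mL (working solution) · Times – reaction incubation of 16 min at room temperature · Controls – No-NADH positive control and DMSO neutral control · Signal – resorufin fluorescence 544/590 nm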
TNAP act hi DEA: increases human TNAP activity under high phosphate acceptor concentration | P05186 | purified TNAP, CDP-star luminescence, 1 M DEA, 30 min; stronger effect = higher value; 0 = EDTA background, 1 = DMSO-only activity | activation factor at 20 µM | 200,000 tested, under 10 active;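 active means activation factor at least 2 at 20 µM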
Target sequence (P05186 whole entry, looked up): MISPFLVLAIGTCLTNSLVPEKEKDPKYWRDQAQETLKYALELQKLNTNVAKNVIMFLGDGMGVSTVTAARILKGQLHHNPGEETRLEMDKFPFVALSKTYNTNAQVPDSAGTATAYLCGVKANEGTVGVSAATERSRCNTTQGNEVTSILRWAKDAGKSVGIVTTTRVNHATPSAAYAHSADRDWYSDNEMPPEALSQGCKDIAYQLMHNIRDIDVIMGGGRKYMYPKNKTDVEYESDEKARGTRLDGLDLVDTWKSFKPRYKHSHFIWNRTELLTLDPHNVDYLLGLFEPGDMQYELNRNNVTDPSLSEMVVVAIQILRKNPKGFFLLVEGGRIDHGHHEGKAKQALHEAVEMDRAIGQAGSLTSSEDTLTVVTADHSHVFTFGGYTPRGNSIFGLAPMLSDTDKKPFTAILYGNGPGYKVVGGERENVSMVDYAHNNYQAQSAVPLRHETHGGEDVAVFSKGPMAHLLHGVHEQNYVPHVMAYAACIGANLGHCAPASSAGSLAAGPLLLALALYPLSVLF
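system = human TNAP | amount = enzyme diluted 1/800 final | reagent = 100 µM CDP-star substrate | signal = luminescent substrate turnover signal | dosing = one dose, 20 µM | benchmarks = EDTA negative control, DMSO positive control | measure = activation factor | timing = 30 min reaction, room temperature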
FLuc act counter: affects firefly luciferase, flagging false hits in luciferase stimulation screens | AID 1027 | 200,000 tested, under 10 active | activation factor at 10 µM | ATPlite luciferase biochemical, luminescence, 10 min; 0 = ATP-free wells, 1 = DMSO control;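 active means luciferase activation factor, scaled between plate controls, of at least 2 with compound at 10 µM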
Target sequence (P08659 whole entry, looked up): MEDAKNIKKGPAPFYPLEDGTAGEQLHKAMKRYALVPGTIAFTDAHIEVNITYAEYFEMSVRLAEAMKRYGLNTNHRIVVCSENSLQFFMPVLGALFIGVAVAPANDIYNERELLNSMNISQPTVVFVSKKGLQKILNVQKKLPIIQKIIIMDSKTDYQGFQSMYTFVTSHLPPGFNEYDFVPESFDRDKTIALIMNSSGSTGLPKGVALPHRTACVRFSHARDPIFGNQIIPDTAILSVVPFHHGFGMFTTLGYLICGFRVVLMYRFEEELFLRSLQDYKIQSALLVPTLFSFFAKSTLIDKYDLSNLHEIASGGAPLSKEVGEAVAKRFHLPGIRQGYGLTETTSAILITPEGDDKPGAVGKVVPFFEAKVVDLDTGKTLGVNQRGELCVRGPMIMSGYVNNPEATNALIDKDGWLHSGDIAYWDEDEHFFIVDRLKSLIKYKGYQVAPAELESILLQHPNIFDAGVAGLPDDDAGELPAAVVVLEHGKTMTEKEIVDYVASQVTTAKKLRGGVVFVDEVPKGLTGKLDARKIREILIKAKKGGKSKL
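Assay system: Luciferase/luciferin reagent mix; Medium: PBS as buffer for the ATP substrate; Dosing: test compounds dosed from 2 mM stocks in 100% DMSO; Times: 10 min, room temperature; Signal: luminescence from luciferase reaction; Read-out: luciferase activation; Controls: No-ATP low control, compound-free enzyme-plus-ATP high control.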
TNAP inh hiacc: TNAP (human) inhibition, high acceptor; actives 0.03% (n = 200,000); purified TNAP, CDP-star luminescence, 1 M DEA; AID 1135; P05186; inhibition, % at 20 µM;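 active means over 50% inhibition of tissue-nonspecific alkaline phosphatase at 20 µM in the single-dose screen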;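 further: plate controls were DMSO wells for no effect and EDTA-quenched wells as full inhibition for full effect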
Diaph act CS: diaphorase activation or chemical reduction counter-screen | Diaphorase/resazurin coupled assay, resorufin fluorescence, 16 min; stronger effect = higher value; 1 = vehicle wells, 0 = NADH-free wells | activation factor at 20 µM | AID 1229 | actives 0.005% (n = 190,000);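 active means diaphorase activity raised at least twofold by the compound at 20 µM; inactive means activation factor below 2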
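Material: purified diaphorase enzyme from Clostridium kluyveri; Also added: 0.114 mM NADH and 0.1 mM resazurin, final amounts; Doses: single compound dose of 20 µM, 1% DMSO final; Times: 16 min enzyme reaction, ambient temperature; Detection: resorufin fluorescence, excitation 544 nm, emission 590 nm; Measure: increased resorufin signal from activators or reducing compounds.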
HMGR II inh: E. faecalis class II HMG-CoA reductase inhibition; purified E. faecalis HMGR, NADPH absorbance 340 nm kinetic; inhibition, % at 10 µM; actives 0.41% (n = 190,000); AID 1066;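 active means inhibition above a set limit, the median over all tested compounds plus 3 SD, cut at about 9.5% in these data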;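 further: enzyme runs in reverse so mevalonate oxidation gives rising NADPH absorbance; 0% = complete reaction with DMSO and 100% = background rate lacking mevalonate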
PMI act satM6P: increases human PMI activity with near-saturating mannose 6-phosphate. P34949. coupled PMI enzyme assay, resazurin fluorescence, 20 min; stronger effect = higher value; 1 = untreated enzyme, 0 = substrate-free blank. activation factor at 20 µM. actives 0.34% (n = 190,000). AID 1216;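 active means activation factor of 2 or more at 20 µM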
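assay system = human phosphomannose isomerase with PGI, G6PDH, diaphorase coupling enzymes | quantity = 15 ng/mL PMI | incubation = enzyme reaction with compound 20 min at room temperature | medium = HEPES pH 7.4 buffer with MgCl2 and Tween-20 | compound dosing = one concentration, 20 µM, in 1% DMSO | measured by = Diaphorase-driven resazurin-to-resorufin fluorescence, excitation 544, emission 590 nm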
G6PDH counter: inhibits Leuconostoc G6PDH, flagging false hits in G6PDH-based assays. Purified L. mesenteroides G6PDH, diaphorase/resazurin coupled fluorescence, 45 min. inhibition, % at 5 µM. actives 0.12% (n = 200,000). AID 1020; in the data active means inhibition above about 50%
TNAP inh noacc: blocks human TNAP activity with no phosphate acceptor present; actives 0.26% (n = 200,000); P05186; purified TNAP, CDP-star luminescence, 30 min; inhibition, % at 20 µM; AID 1012;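 active means tissue-nonspecific alkaline phosphatase inhibition above about 50% at 20 µM in the single-dose screen, limit read from the data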;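 further: 0% = DMSO negative control and 100% = EDTA positive control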
The depositor's hits bear a star.

Every second line gives: PMI activator | Diaphorase inh | TNAP act hi DEA | FLuc act counter | TNAP inh hiacc | Diaph act CS | HMGR II inh | PMI act satM6P | G6PDH counter | TNAP inh noacc
1) CC(=O)Nc1ccccc1C(=O)C(=O)Nc1cccc(C(=O)NCC2CCCO2)c1 (stereo unspecified)
 : 1.1 | -14 | 1.1 | 1.1 | -9 | 1.1 | 1 | 1.2 | 1 | -4
2) Cc1cc2cc(CNC(=O)c3ccc(S(=O)(=O)N4CCOCC4)cc3)ccc2n1C
 : 0.9 | 16 | 1 | 1 | -3 | 0.8 | 0 | 1.1 | -2 | 4
3) CN1c2ccccc2C(O)=C(C(=S)Nc2ccccc2)S1(=O)=O
 : 1.1 | 14 | 1.1 | 1 | -6 | 0.9 | 0 | 1.1 | -17 | 3
4) NC1=C(c2ccc([N+](=O)[O-])cc2)C(=O)CO1
 : 1.4 | 5 | 1 | 1 | 3 | 0.9 | 4 | 1.4 | 4 | 0
5) CC(=O)c1cccc(S(=O)(=O)NCC2CCCCC2)c1
 : 0.9 | 10 | 1 | 1.1 | -1 | 0.9 | 2 | 1 | -2 | -17
6) CC(=O)Nc1cccc(C(=O)OC(C(=O)c2ccc(C)c(C)c2)c2ccccc2)c1 (stereo unspecified)
 : 0.9 | 27 | 1 | 1.1 | -4 | 0.7 | 4 | 0.9 | 4 | -15
7) Cc1cc(Br)ccc1NC(=O)c1cnc(N2CCN(c3ccccn3)CC2)c2ccccc12
 : 1 | 19 | 1 | 1 | -3 | 0.8 | 0 | 1 | 6 | -10
8) COc1ccc(/C=C2\SC(=O)N(CCC(=O)Nc3ccccc3)C2=O)cc1OC
 : 1 | 12 | 1 | 1 | 1 | 0.9 | -1 | 1 | -3 | -4
9) O=S(=O)(Nc1ccc(O)c(Sc2nc3ccccc3s2)c1)c1ccc(F)cc1
 : 0.8 | 24 | 1 | 1.1 | 1 | 0.8 | 0 | 0.8 | 7 | -5
10) c1cnc2ccc(C(c3nnnn3C3CCCCC3)N3CCN4CCCC4C3)cc2c1 (stereo unspecified)
 : 1 | 10 | 1.1 | 1.1 | -9 | 0.9 | -11 | 0.9 | 5 | -8

Looked up above.
G6PDH counter with entry 10 : 5
PMI activator with entry 7 : 1
PMI act satM6P with entry 4 : 1.4
TNAP inh noacc with entry 1 : -4
Diaph act CS with entry 5 : 0.9

More records.
Every second line gives: PMI activator | Diaphorase inh | TNAP act hi DEA | FLuc act counter | TNAP inh hiacc | Diaph act CS | HMGR II inh | PMI act satM6P | G6PDH counter | TNAP inh noacc
11) Cc1cccc2cc(CN(Cc3cccs3)Cc3nnnn3Cc3ccccc3)c(=O)[nH]c12
 : 0.8 | 29 | 1 | 1.1 | -3 | 0.7 | 0 | 0.9 | 2 | -3
12) COCCNC(=O)/C(C#N)=C/c1ccc(-c2ccc(S(=O)(=O)N3CCOCC3)cc2)o1
 : 1 | 15 | 1 | 1 | -4 | 0.8 | -7 | 0.9 | 0 | -6
13) CCOc1ccccc1N1CCN(C2=C(NS(=O)(=O)c3cccs3)C(=O)c3ccccc3C2=O)CC1
 : 1.1 | 44 | 0.9 | 1 | 13 | 0.6 | 7 | 1.5 | 31 | 12
14) O=C(Cc1c[nH]c2ccccc12)Nc1nnc(C2CC2)s1
 : 1.1 | 7 | 1 | 1.1 | -2 | 0.9 | 1 | 1 | 7 | -2
15) CCC(C)NC(=O)CNC(=S)N(Cc1ccccc1F)C1CCCCC1 (stereo unspecified)
 : 1 | 11 | 1 | 1 | -2 | 0.9 | 1 | 0.9 | 3 | -3
16) Cc1ccc(N(C(=O)CCC(=O)Nc2nccs2)C(C(=O)NC(C)(C)C)c2ccc(O)cc2)cc1 (stereo unspecified)
 : 1 | 4 | 1 | 1 | 1 | 1 | -1 | 1 | 5 | -3
17) O=C(O)c1cc([N+](=O)[O-])ccc1C(=O)Nc1ccccc1
 : 1 | 5 | 1 | 1 | 1 | 1 | -3 | 1 | 4 | -3
18) CCCCSc1nc2c(c(=O)n1CC)SC(C)C2 (stereo unspecified)
 : 0.8 | 22 | 1 | 1 | 1 | 0.8 | 1 | 0.8 | -2 | -5
19) CC(=O)c1ccc(N2CCN(C(=O)c3cc(-c4ccc5c(c4)OCO5)nc4ccccc34)CC2)cc1
 : 0.9 | 5 | 1.1 | 0.9 | -7 | 0.9 | -8 | 0.9 | -14 | -7
20) O=C1C2C3C=CC(O3)C2C(=O)N1CC(O)c1ccccc1 (stereo unspecified)
 : 1 | 19 | 1 | 1 | -4 | 0.8 | -5 | 1.1 | 0 | -11
21) CCNC(=S)NNC(=O)CCn1c2ccccc2c2ccccc21
 : 1.2 | 10 | 1.1 | 1.1 | -7 | 0.9 | 2 | 1.1 | 2 | -219
22) CCc1cccc(CC)c1NC(=O)COn1nnc2ccc(C(F)(F)F)cc21
 : 0.8 | 25 | 1 | 1.1 | 1 | 0.8 | -3 | 0.9 | -6 | -8
23) O=C(NC1CCCCCC1)c1cccnc1Sc1ccc(Cl)cc1
 : 0.9 | 5 | 1 | 1.1 | -2 | 0.9 | 0 | 1 | 1 | -18
24) COc1ccc(CNC(=O)C(=O)NCc2ccncc2)cc1
 : 0.9 | 10 | 1 | 1 | -4 | 0.9 | 2 | 0.9 | 10 | -6
25) N#Cc1c(Cn2cncn2)nc(=O)n(-c2ccccc2)c1N
 : 0.9 | 1 | 1.1 | 1 | -5 | 1 | -1 | 0.9 | 9 | -16
26) CCOC(=O)c1[nH]c2ccc(OC)cc2c1NC(=O)CN1CCC2(CC1)OCCO2
 : 0.9 | 7 | 1 | 1.1 | -3 | 0.9 | -7 | 1 | 1 | -8
27) CC(C)(C)C(=O)CSc1nccc(=O)[nH]1
 : 1.1 | 10 | 1 | 1 | -1 | 0.9 | -7 | 0.9 | 9 | -7
28) O=C(Cn1cnc2cc([N+](=O)[O-])ccc2c1=O)NCc1ccc(Cl)cc1
 : 1 | 7 | 1 | 1.1 | -3 | 0.9 | -6 | 1 | 16 | -1
29) CCOCCCNC(=S)N1CCN(C(=O)C(=O)Nc2ccc(C(=O)OC)cc2)CC1
 : 1 | 11 | 1 | 1.1 | -2 | 0.9 | 0 | 1.1 | -14 | -18
30) COc1nc(-c2ccccc2)nnc1-c1ccccc1
 : 0.9 | 10 | 1 | 0.6 | 2 | 0.9 | -5 | 1 | 1 | -1
31) CC1=Nc2cc(C(=O)O)ccc2Sc2c(C)ccc(C)c21
 : 1.1 | 17 | 1 | 1 | 2 | 0.8 | -7 | 1.1 | 7 | -1
32) CCC(C)NCCCOc1ccc(C)cc1OC (stereo unspecified)
 : 1 | 13 | 1 | 1 | -1 | 0.9 | -5 | 1.1 | 10 | 2
33) CCCN1CCN(C(=S)Nc2sc(CC)cc2C(=O)OC)CC1
 : 0.9 | 24 | 1 | 1 | 0 | 0.8 | -2 | 0.9 | 1 | -2
34) CCC(C)C(NC(=O)c1ccccc1NC(=O)c1ccco1)C(=O)O (stereo unspecified)
 : 1.1 | 10 | 1.1 | 1.1 | -9 | 0.9 | 5 | 1 | 2 | -17
35) COc1ccc(CN2CCN(S(=O)(=O)c3ccccc3)CC2)cc1Br
 : 0.8 | 30 | 1 | 1 | -5 | 0.7 | -2 | 0.9 | 2 | -7
36) CCN(CC)c1nc(OCCNC(=O)Nc2ccccc2)nc(N(CC)CC)n1
 : 1 | 27 | 1.2 | 1 | -15 | 0.7 | -7 | 1.2 | 10 | -19
37) C=CCNC(=O)COc1cc(C)cc(C)c1C
 : 1.1 | -11 | 1.1 | 1 | -8 | 1.1 | -3 | 1.2 | 5 | -4
38) Cc1ccc(SC(C)C(=O)NCc2ccc(F)cc2)cc1 (stereo unspecified)
 : 1 | 4 | 1 | 1.1 | -3 | 1 | -8 | 1.1 | 2 | -14
39) Cc1ccc(/C(O)=C2/C(=O)C(=O)N(CCN3CCOCC3)C2c2cccs2)cc1 (stereo unspecified)
 : 1 | 12 | 1 | 1 | -5 | 0.9 | -1 | 1 | 2 | -3
40) CCC(=O)Nc1cc(C)c(OC)c(C)c1
 : 1 | 3 | 1 | 1 | 0 | 1 | -2 | 1 | 10 | 0
41) COc1ccc(/C=C/C(=O)NCc2cnn(C)c2C)cc1COc1ccc(Br)cc1
 : 0.9 | 15 | 1 | 1 | -1 | 0.9 | -2 | 1 | 4 | -6
42) CCOC(=O)N1CCN(C(=O)C(c2ccccc2)c2ccccc2)CC1
 : 1 | 17 | 1.1 | 1.1 | -9 | 0.8 | -5 | 1 | 1 | -13
43) Cc1cc(NN)nc2ccc(Cl)cc12
 : 1.6 | 14 | 1 | 1 | -2 | 0.9 | -2 | 1.7 | 10 | 12
44) COc1ccc(/C=N/NC(=O)CSc2ccccc2)cc1OC
 : 0.5 | 13 | 1 | 0.9 | 1 | 0.9 | 1 | 1 | 4 | 1
45) O=C(/C=C/c1ccco1)OCn1nnc2ccccc2c1=O
 : 1.1 | 5 | 1 | 1 | -4 | 1 | -3 | 1 | 3 | 5
46) CSc1nc2nc(-c3ccccc3)cc(=O)n2[nH]1
 : 0.9 | 19 | 1.1 | 0.6 | -7 | 0.8 | 1 | 1 | -6 | 7
47) O=C(Cc1ccccc1)NNS(=O)(=O)c1ccc([N+](=O)[O-])cc1
 : 1 | -8 | 1 | 1 | -4 | 1.1 | -7 | 1.1 | 15 | -11

An excerpt of these results, tab-delimited.
No.	SMILES	PMI activator	Diaphorase inh	TNAP act hi DEA	FLuc act counter	TNAP inh hiacc	Diaph act CS	HMGR II inh	PMI act satM6P	G6PDH counter	TNAP inh noacc
41	COc1ccc(/C=C/C(=O)NCc2cnn(C)c2C)cc1COc1ccc(Br)cc1	0.9	15	1	1	-1	0.9	-2	1	4	-6
42	CCOC(=O)N1CCN(C(=O)C(c2ccccc2)c2ccccc2)CC1	1	17	1.1	1.1	-9	0.8	-5	1	1	-13
43	Cc1cc(NN)nc2ccc(Cl)cc12	1.6	14	1	1	-2	0.9	-2	1.7	10	12
44	COc1ccc(/C=N/NC(=O)CSc2ccccc2)cc1OC	0.5	13	1	0.9	1	0.9	1	1	4	1
45	O=C(/C=C/c1ccco1)OCn1nnc2ccccc2c1=O	1.1	5	1	1	-4	1	-3	1	3	5
